# human PMI inhibitors – human PMI inhibitors, high substrate, primary screen, biochemical, fluorescence intensity, high mannose 6-phosphate (AID 1220); recombinant PMI enzyme, coupled fluorescence intensity; higher % means a stronger effect; inhibition, % at 20 µM, or IC50 in µM where a hit was titrated; 0.66% of 190,000 active
# LYP inhibition – inhibitors of LYP phosphatase, biochemical, fluorescence intensity, uHTS (AID 1779); recombinant LYP phosphatase, fluorescence intensity; higher % means a stronger effect; inhibition, % at 11.5 µM; hits with a dose series show IC50 in µM; 0.054% of 290,000 active;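 also: plate controls were vehicle with enzyme for no effect and no enzyme for full effect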
# HEK293 NOD2/NF-kB – NOD2 signaling inhibitors, cell-based, luminescence, uHTS, HEK293 (AID 1566). HEK293 NOD2/NF-kB luciferase reporter, luminescence; higher % means a stronger effect. one-dose inhibition, % at 4 µM; EC50 in µM for titrated hits. 0.63% of 290,000 active; also: many of its hits are not listed in these tables
# human PMI inhibition – inhibitors of human PMI, primary screen, biochemical, fluorescence intensity, coupled assay (AID 1209); purified PMI enzyme, coupled fluorescence intensity; higher % means a stronger effect; inhibition, % at 20 µM; hits with a dose series show IC50 in µM; 0.42% of 190,000 active;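 also: plate controls were DMSO vehicle for no effect and wells lacking substrate for full effect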
# KOR beta-arrestin-1 – KOR agonists, beta-arrestin recruitment, primary screen, cell-based, luminescence, uHTS (AID 1777). KOR beta-arrestin recruitment, luminescence; higher % means a stronger effect. activation, % at 10 µM; hits with a dose series show EC50 in µM. 0.02% of 280,000 active; in the data active = activation above about 50%, passing the limit was not always enough; also: a part of the inactive calls stands beside numbers as strong as those of hits
# TNAP activation fold – stimulation of alkaline phosphatase TNAP activity – biochemical, luminescent, no phosphate acceptor, uHTS, primary screen (AID 1001); 0.03% of 200,000 active; purified TNAP, luminescent activation assay, no phosphate acceptor; higher activation fold means a stronger effect; activation fold at 20 µM, or EC50 in µM where a hit was titrated; in the data active = activation fold from about 3, or a potency from the dose series; inactive = the rest, 99 in 100 with activation fold below about 1.6; also: many of its hits are not listed in these tables
# XIAP displacement – small molecules displacing peptide from XIAP – biochemical, IAP family, fluorescence polarization (AID 1018); XIAP BIR domain, fluorescence polarization peptide displacement; higher % means a stronger effect; 0.007% of 200,000 active; displacement, % at 20 µM, or IC50 in µM where a hit was titrated; in the data active = displacement above about 50%; also: a part of the inactive calls stands beside numbers as strong as those of hits
# NOD1 NF-kB reporter – NOD1 signaling inhibitors, primary screen, cell-based, luminescence, uHTS (AID 1578); NOD1-driven NF-kB luciferase reporter cells, luminescence; higher % means a stronger effect; inhibition, % at 4 µM, or EC50 in µM where a hit was titrated; 1% of 290,000 active; in the data active = inhibition mostly above about 36%, no sharp cut-off; inactive = mostly below about 34%;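 also: HEK-293T reporter cells stimulated with the NOD1 agonist gamma-tri-DAP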
# KOR beta-arrestin-2 – kappa opioid receptor blockers – cell-based, luminescence, uHTS (AID 1778); inhibition, % at 10 µM, or IC50 in µM where a hit was titrated; 0.091% of 290,000 active; KOR beta-arrestin recruitment, luminescence, antagonist mode; higher % means a stronger effect; also: strong numbers were not always called active
# * marks the source's active call; other numbers are inactive results; nt = not tested or not shown; [ ] = remark or other dose. Rule as the data show it, unless noted: active = inhibition above about 50%; inactive = the rest. The list is partial; rates above refer to the full screens.
structure	LYP inhibition	KOR beta-arrestin-2	KOR beta-arrestin-1	human PMI inhibition	HEK293 NOD2/NF-kB	XIAP displacement	human PMI inhibitors	TNAP activation fold	NOD1 NF-kB reporter
NCCn1c(-c2ccccc2)cc(C(=O)O)c1-c1ccccc1F	-6.5%	-12.2%	1.1%	-15.4%	18.2%	-6.6%	-10.6%	1.1	-25.8%
Cc1ccc2c(c1)[nH]c1c(=O)n(CCN3CCNCC3)cnc12	-3.5%	2.2%	-0.7%	0.9%	0.0%	-3.7%	-0.4%	1.1	-2.6%
COC(Cn1cc(C)c(=O)[nH]c1=O)OC	-7.9%	-23.1%	11.5%	-39.1%	-6.8%	-5.7%	-33.5%	1	10.1%
COc1ccc(S(=O)(=O)N2C3CCC2CC(NC(=O)NC2CCCCC2)C3)cc1 (stereo not given)	-3.6%	-4.0%	-1.4%	-2.4%	-41.6%	-5.5%	-4.7%	1.2	4.5%
O=C(O)CC(c1cccc2ccccc12)n1cccc1 (stereo not given)	-5.1%	-22.8%	0.1%	10.6%	9.3%	-12.4%	11.3%	1.1	11.5%
O=C(c1cc2c(=O)n3ccccc3nc2s1)N1CCc2ccccc2C1	-17.5%	-40.0%	-0.6%	-29.5%	-2.1%	-10.8%	-3.3%	1	-13.9%
Cc1cccc(NC(=O)COC(=O)c2ccc([N+](=O)[O-])o2)c1C	-0.9%	16.6%	-0.8%	-0.5%	7.3%	-5.8%	10.5%	1.1	-33.7%
CCOC(=O)CCNC(=O)N1CCCC(N(C)CCc2ccc(OC)c(OC)c2)C1 (stereo not given)	-7.1%	-34.5%[20 µM]	-1.4%	nt	11.2%	nt	nt	nt	-20.8%
CC1(C)Cc2c(sc(NC(=O)C(=O)NCCCN3CCOCC3)c2C(N)=O)CO1	-7.4%	-22.1%	-2.2%	nt	13.1%	nt	nt	nt	-22.0%
Cc1ccc(OCCN2C(=O)C(=O)c3cc(C)ccc32)cc1	-2.1%	-108.1%[20 µM]	nt	nt	-12.1%	-7.2%	nt	1	-45.7%
CCOC(=O)C1=C(C)N(C)C(C)=C(C(=O)OCC)C1c1ccc(C(=O)OC)cc1	5.3%	30.9%	-4.1%	5.2%	-0.2%	0.2%	4.5%	1.1	5.5%
O=C1c2ccccc2NC(c2ccco2)N1O (stereo not given)	3.3%	5.5%	1.8%	-10.1%	-11.7%	-2.2%	-17.8%	1	-26.2%
O=C(C1CCCN(Cc2ccccc2Br)C1)N1CCCCC1 (stereo not given)	-1.0%	-10.2%	-1.8%	3.0%	6.2%	0.6%	-6.7%	1.1	-28.8%
O=C(Nc1cccc(NC(=O)c2cncc(Br)c2)c1)c1cncc(Br)c1	-6.8%	-15.3%[20 µM]	0.7%	nt	9.7%	nt	nt	nt	-16.9%
O=C(Nc1ncccn1)c1ccc([N+](=O)[O-])cc1	-7.0%	8.7%	-3.2%	6.5%	-2.9%	-2.2%	3.8%	1.1	-31.5%
COc1ccccc1CNC(=O)Cn1nnnc1CN(C)C(C)C	-8.4%	-19.1%[20 µM]	3.6%	nt	-0.5%	nt	nt	nt	-102.7%
N#Cc1ccc(N=c2ssnc2Cl)cc1	2.9%	-8.7%	-5.3%	81.2%*	16.6%	-3.4%	nt	1.2	1.5%
CN(C)/C=N/S(=O)(=O)c1ccc(Cl)c(Cl)c1	-13.1%	9.6%	nt	nt	8.7%	nt	nt	nt	6.2%
CCN(CC)CCNC(=O)C1CCCCN1S(=O)(=O)c1cccc([N+](=O)[O-])c1 (stereo not given)	-2.6%	30.5%	-3.1%	-2.9%	-4.5%	-3.3%	6.4%	1.1	-28.1%
CC(C)NC(=O)c1ccc(COCC(F)(F)C(F)F)cc1	-7.0%	0.4%	1.4%	-6.7%	13.5%	-12.5%	-7.5%	1.1	-14.8%
COc1ccc(-c2nnc3ccc(SC(C(C)=O)C(C)=O)nn23)cc1OC	-1.8%	-32.3%	-14.5%	1.9%	-4.7%	-4.4%	-8.4%	1.1	19.6%
COc1ccc(CCN(Cc2cc3cc(C)c(C)cc3nc2Cl)C(=O)C2CC2)cc1	5.7%	8.1%	1.6%	13.3%	20.2%	0.1%	6.4%	1	2.5%
O=C(NCc1n[nH]c(=S)n1-c1ccc(Br)cc1)c1ccc(S(=O)(=O)N2CCOCC2)cc1	2.9%	41.1%	-1.0%	-8.8%	-34.8%	-3.3%	0.5%	1	36.3%
CCc1ccc(-c2cc(C(=O)NN3CCN(C)CC3)c3ccccc3n2)cc1	-7.1%	-5.4%	1.2%	-1.1%	-5.4%	0.4%	-2.8%	1	-67.8%
Cc1cccc2c1NC(=O)C2=Nc1ccc(Cl)cc1	-3.7%	19.8%[20 µM]	-8.6%	nt	-7.0%	nt	nt	nt	-35.4%
CN1CCN(C(=O)CNc2ccc(C(F)(F)F)cc2[N+](=O)[O-])CC1	-1.4%	2.6%	1.0%	-7.4%	2.5%	-5.6%	-5.4%	0.9	-25.0%
CCOc1cc(C2c3c(n[nH]c3C)C(=O)N2c2ccc(C)cc2)ccc1O (stereo not given)	-5.3%	29.4%	0.5%	9.4%	2.9%	0.8%	9.0%	1.1	nt
CCc1ccc(-c2nc(CS(=O)CC(=O)NCc3cccnc3)c(C)o2)cc1 (stereo not given)	2.4%	23.0%	2.2%	13.8%	9.2%	-2.0%	14.5%	1.1	-30.3%
Cc1ccc2[nH]c(=O)c(C(c3nnnn3CC3CCCO3)N3CCOCC3)cc2c1 (stereo not given)	-7.3%	11.0%	2.6%	1.9%	8.3%	0.4%	3.8%	1.1	2.0%
COc1ccc2nc(NC3=NCN(CC4CCCO4)CN3)nc(C)c2c1 (stereo not given)	-9.1%	-24.2%	-2.2%	-11.3%	14.4%	-3.0%	-0.9%	1.1	1.5%
COC(=O)c1ccc(Oc2c(F)c(F)nc(N3CCOCC3)c2F)cc1	-1.7%	-46.7%	-1.6%	4.1%	-2.6%	-2.8%	8.7%	1.1	15.2%
Cn1c(N=Nc2ccccc2)nc2ccccc21	-3.2%	-26.8%	0.4%	-42.8%	23.8%	-4.0%	-39.9%	1	9.9%
CC1(C)CC(=O)C(N=Nc2ccc(Br)cc2)=C(O)C1	-5.9%	-5.3%	2.4%	nt	-70.9%	nt	nt	nt	9.5%
C=CCc1c(C)nc(SC)nc1Nc1ccc(C(C)=O)cc1	-0.8%	-9.7%	-9.0%	-13.8%	-14.7%	0.3%	-9.6%	1.1	-30.9%
CCOC(=O)CSc1nnc(CNc2nc(-c3ccccc3)cs2)n1C	-6.1%	6.2%	-1.2%	-2.2%	10.9%	-3.0%	-4.4%	1.1	3.1%
COc1ccc(CCNC(=O)C2CC(c3ccc([N+](=O)[O-])cc3)=NO2)cc1 (stereo not given)	2.5%	4.8%	0.4%	-1.7%	-21.8%	-7.7%	-1.6%	1	-7.9%
COc1cccc(C(=O)Nc2cc(NC(=O)c3ccco3)ccc2OC)c1	0.4%	-13.5%	-1.0%	6.4%	8.5%	-5.0%	7.2%	1.2	-22.0%
O=C(Cc1ccc(Cl)cc1)Nc1ccc(Br)cc1	-6.3%	-14.8%	-3.1%	8.9%	-5.4%	-6.4%	7.4%	1	-13.2%
O=S(=O)(CCc1nc2ccccc2[nH]1)c1ccc(Cl)cc1	-6.7%	18.0%	1.4%	-5.1%	0.2%	0.1%	-5.4%	1	3.0%
CN(C)/C=N/c1sc2c(c1C#N)CCCC2	-4.8%	-0.9%	-2.3%	5.3%	-1.5%	-3.4%	8.7%	1.1	7.4%
O=[N+]([O-])c1nn(-c2ccc3c(c2)OCCO3)n(O)c1=NCc1ccc(F)cc1Cl	-8.2%	-4.7%	2.9%	-3.7%	-67.6%	-0.9%	3.0%	1	-25.3%
CC(=O)NC(CC(=O)NC12CC3CC(CC(C3)C1)C2)c1ccccc1 (stereo not given)	-7.2%	-13.0%	1.9%	0.6%	16.6%	2.1%	1.3%	1.1	-12.8%
NC(=O)c1oc2ccccc2c1NC(=O)C1COc2ccccc2O1 (stereo not given)	-6.9%	-71.2%	-6.5%	-1.1%	-32.1%	0.3%	3.4%	1.1	-43.7%
COc1cccc(C(=O)Nc2ccc(NC(=O)C3CC3)cn2)c1	-5.2%	-4.6%	2.3%	6.9%	-69.0%	-5.1%	8.8%	1.1	4.6%
CCOC(=O)N1CCN(S(=O)(=O)N2CCCC(C(=O)NCCc3ccc(OC)c(OC)c3)C2)CC1 (stereo not given)	-8.6%	-31.9%	1.4%	nt	-19.6%	nt	nt	nt	-17.8%
Cn1c(SCC(=O)NCc2ccco2)nnc1C1CCCC1	-9.7%	14.5%	0.5%	nt	1.2%	nt	nt	nt	-0.2%
COc1ccc(C2=CC3=C(Br)C(=O)C(C)(OC(=O)C4CCCC4)C(=O)C3=CO2)cc1 (stereo not given)	1.4%	1.8%	4.3%	nt	17.1%	nt	nt	nt	3.6%
c1ccc(CNc2nnnn2-c2ccccc2)cc1	-4.3%	-29.5%	-3.0%	1.7%	5.4%	-4.1%	4.3%	1.1	11.8%
COc1ccc(-c2c([C@H]3[C@@H]4C=CCC[C@@]4(C)C(=O)N3Cc3ccccc3)ccc3ccccc23)cc1OC	1.5%	18.4%	4.2%	nt	-18.0%	nt	nt	nt	-3.8%
O=C(N/N=C/C(Cl)=C/c1ccccc1)c1cnccn1	0.4%	-3.4%	-3.9%	1.5%	0.0%	-4.0%	-1.0%	1	-13.2%
O=C(c1ccc([N+](=O)[O-])cc1)N1CCCC1	-6.6%	-5.2%	2.8%	nt	2.6%	nt	nt	nt	-12.8%
Cc1ccc2nc3c(cc(C(=O)NCCc4ccccc4)c(=N)n3CCCN3CCOCC3)c(=O)n2c1	-25.1%	-22.4%	0.9%	nt	-2.5%	nt	nt	nt	-5.0%
CCn1ccc(-c2ccccc2)c(C#N)c1=O	-3.7%	9.7%	-5.6%	-2.9%	10.5%	3.8%	-1.8%	1	-39.6%
CC(=O)Nc1ccc2nc(CN3CCN(CC(C)C)C(CCO)C3)ccc2c1 (stereo not given)	-8.5%	12.8%[20 µM]	-4.6%	3.7%	-4.3%	-3.5%	3.9%	1.1	-14.1%
CCC(NS(=O)(=O)c1ccc(OC)cc1)C(=O)NCCc1ccccc1 (stereo not given)	-8.4%	12.1%	2.0%	nt	1.9%	nt	nt	nt	-13.4%

# Screening data from PubChem.
